High-throughput results from PubChem BioAssay.
GCN5L2 inh = qHTS Assay for Inhibitors of GCN5L2 | GCN5L2 HAT assay, ThioGlo1 CoA-SH fluorescence | hit rate 0.21% among 390,000 | Potency, µM (doses to about 58.9 µM), without a hit: at the top dose activity change, negative = inhibition, actives largely listed as inhibitors | Histone acetyltransferase KAT2A (Homo sapiens), Q92830 | AID 504327, 2011
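GCN5L2 (20 nM) in 50mM HEPES pH 7.5, 0.1mM EDTA, 0.01% Tween-20 preincubated 15 min with compounds at room temperature. Reaction started with H3(1-25) 75uM, acetyl-CoA 70uM, ThioGlo1 50uM; CoA-thiol fluorescence (Ex340/Em540) read at 0 and 20 min.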
DT40 TDP1 CPT = qHTS for Inhibitors of human tyrosyl-DNA phosphodiesterase 1 (TDP1): qHTS in cells in presence of CPT. chicken DT40 Tdp1-/-;hTDP1 cells + 20 nM CPT, ATP luminescence, 48 h. Potency, µM (series often up to 46.2 µM), inactives show top-dose activity change, negative = growth inhibition, usual class: inhibitors. hit rate 12% among 420,000; also: nearly all actives have a fitted effect of over 55% in size
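Chicken DT40 Tdp1-/- cells complemented with human TDP1, 400 cells/well, exposed to compounds plus 20 nM camptothecin for at least 48 h at 37 C; viability read as ATP content by CellTiter-Glo luminescence.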
FEN1 inhibitor = qHTS Assay for the Inhibitors of Human Flap endonuclease 1 (FEN1) | AID 588795, 2011 | P39748 | Recombinant FEN1 flap cleavage, fluorescence, 15 min | Potency, µM (doses to about 114 µM), inactives show at the highest dose activity change, negative = inhibition, most hits filed as inhibitors | hit rate 0.35% among 390,000; also: nearly all actives have a fitted effect of over 65% in size
Target sequence (P39748 whole entry, looked up): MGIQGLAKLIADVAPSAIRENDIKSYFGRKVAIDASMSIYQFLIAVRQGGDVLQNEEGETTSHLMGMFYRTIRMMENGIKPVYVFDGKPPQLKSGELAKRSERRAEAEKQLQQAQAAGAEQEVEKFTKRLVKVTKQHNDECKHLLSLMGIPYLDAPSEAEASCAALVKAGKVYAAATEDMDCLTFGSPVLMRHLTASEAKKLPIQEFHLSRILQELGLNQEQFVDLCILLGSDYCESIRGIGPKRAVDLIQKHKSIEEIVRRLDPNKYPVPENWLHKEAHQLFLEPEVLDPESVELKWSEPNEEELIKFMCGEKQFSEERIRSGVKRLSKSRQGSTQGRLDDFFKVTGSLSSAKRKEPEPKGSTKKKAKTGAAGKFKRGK
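Read-out was taken twice, immediately and after 15 min, following addition of 50 nM substrate to 10 nM FEN1 that had sat with test compound for 15 min at room temperature. Curves came from a four-parameter Hill model.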
Numbers without * were called inactive; ? = inconclusive; . = no result given. Calls follow the shape of the dose curve; as a rule, active = well fitted curve in the direction sought with a large enough effect; inconclusive = small, poorly fitted or top-dose-only effect, or another doubt; inactive = no such curve, though single readings can be large; an effect the other way counts as inactive or inconclusive. % is scaled to controls: 0 for no effect and ±100 for the full control effect; potency is read from the fitted curve at half-maximal effect. These rows are one share of the data (hit frequency here may not be typical).

Under each structure – DT40 TDP1 CPT	FEN1 inhibitor	GCN5L2 inh
1) O=CNCc1nc2ccccc2n1CCc1ccccc1
 : 7%	-4%	-1%
2) O=C1CCCC2=C1C(c1cccs1)CC(=O)N2c1ccc(F)cc1 (stereo unspecified)
 : -1%	5%	-9%
3) Cc1cc(-c2ccccc2)nc(SCc2ccc(C(=O)O)o2)n1
 : ?	11%	0%
4) Cc1ccc(NC(=O)Cc2coc3ccc(C(C)C)cc23)cc1Cl
 : ?	-1%	-17%
5) CCNC(=O)COC(=O)Cc1ccc(Cl)cc1Cl
 : 2%	2%	-6%
6) Cc1ccc(C)c(NC(=O)C2CCN(S(=O)(=O)c3c(C)noc3/C=C/c3cccs3)CC2)c1
 : ?	-15%	-14%
7) CC1=C(C(=O)NC(C)C)C2(CCC(C)CC2)OC1=O (stereo unspecified)
 : -6%	8%	1%
8) Cn1cccc1/C=N/NC(=O)c1ccncc1
 : 3%	12%	-1%
9) Cc1ccccc1NC(=O)CSc1nc(-c2ccc(F)cc2)nc2c1Cc1ccccc1O2
 : 18%	-3%	-5%
10) CC(CC(=O)N1CCN(c2ccccc2)CC1)S(=O)(=O)c1ccc2c(c1)NC(=O)CO2 (stereo unspecified)
 : 21µM*	14%	-19%
11) CCN(CC)C(=O)/C=C/c1ccc(OC)c(S(=O)(=O)N2CCCCC2)c1
 : -13%	4%	1%
12) Cc1cc(=O)oc2cc(OCC(=O)N3CC[C@@]4(O)CCCC[C@H]4C3)c(Cl)cc12
 : -18%	-3%	-4%
13) COc1ccccc1N1CCN(c2nc3ccccn3c(=O)c2C=O)CC1
 : -16%	-1%	-2%
14) CCn1c(SCC(=O)Nc2ccc(N(C)C)cc2)nnc1-c1ccco1
 : 13%	1%	-5%
15) CCc1c(C(=O)Nc2cc(C(=O)OC)ccc2C)csc1C
 : ?	-11%	-9%
16) CN1CCN(c2nc(-c3ccccc3)nc(-c3ccc(F)cc3)c2C#N)CC1
 : ?	-28%	2%
17) CCC(C)(C)NC(=O)Cc1ccccc1OC
 : 0%	7%	-22%
18) COCCNC(=O)Nc1ccc(F)cc1
 : 7%	-1%	1%
19) O=C(NCC(F)(F)F)Nc1cccnc1
 : -5%	-3%	-3%
20) Nc1cccc2c1CN(C1CCC(=O)NC1=O)C2=O (stereo unspecified)
 : 7%	.	0%

Reformatted with tabs: 2 of the compounds above.
no.	structure	DT40 TDP1 CPT	FEN1 inhibitor	GCN5L2 inh
1	O=CNCc1nc2ccccc2n1CCc1ccccc1	7%	-4%	-1%
2	O=C1CCCC2=C1C(c1cccs1)CC(=O)N2c1ccc(F)cc1 (stereo unspecified)	-1%	5%	-9%

The listing picks up, starting 3 compounds before the break.
Under each structure – DT40 TDP1 CPT	FEN1 inhibitor	GCN5L2 inh
18) COCCNC(=O)Nc1ccc(F)cc1
 : 7%	-1%	1%
19) O=C(NCC(F)(F)F)Nc1cccnc1
 : -5%	-3%	-3%
20) Nc1cccc2c1CN(C1CCC(=O)NC1=O)C2=O (stereo unspecified)
 : 7%	.	0%
21) CC(C)CCOc1ccc(CO[C@@H]2[C@H]3OC(C)(C)O[C@H]3O[C@@H]2C(O)CO)cc1 (stereo partly specified)
 : ?	-6%	1%
22) C(=C1c2ccccc2-c2ccccc21)c1ccccn1
 : ?	3%	.
23) O=C(CSc1nc(-c2ccco2)cc(C(F)(F)F)n1)Nc1ccc(C(=O)N2CCOCC2)cc1
 : ?	-6%	-3%
24) CCN(CC(=O)NCc1ccc(F)cc1)C(=O)/C=C/c1cccs1
 : 9%	-5%	1%
25) COc1ccc2c([N+](=O)[O-])c(N3CCCC3)[nH]c2c1
 : 0%	-3%	-12%
26) Cc1ccc(SCc2nnc(NC(=O)c3ccccc3)s2)cc1
 : -14%	-1%	4%
27) CC(=O)Nc1ccc(C(=O)CSc2nnc3ccc4ccccc4n23)cc1
 : ?	5%	-1%
28) Cc1cc(C)c(S(=O)(=O)N2CCOC2CNC(=O)C(=O)NCc2ccccn2)c(C)c1 (stereo unspecified)
 : 0%	0%	-2%
29) CCCCn1c(N)c(N(C)C(=O)C2CCCC2)c(=O)[nH]c1=O
 : 25%	24%	1%
30) Cc1[nH]nc2c1C(c1ccc(-c3ccccc3C#N)o1)C(C#N)=C(N)O2 (stereo unspecified)
 : 29µM*	2%	-4%
31) CCc1nnc(NC(=O)c2ccccc2NC(=O)C2CCN(C(=O)c3ccco3)CC2)s1
 : 14µM*	-18%	.
32) COc1cc(S(=O)(=O)n2cnc3ccccc32)ccc1Br
 : 2%	-7%	-24%
33) O=C1CC(N2CCN(C/C=C/c3ccccc3)CC2)C(=O)N1Cc1cccs1 (stereo unspecified)
 : 13%	7%	-2%
34) COc1ccc(-c2cc(OC)c3c(C)oc(C)c3c(=O)c2)cc1OC
 : ?	?	-5%
35) Cc1cccc(C)c1NC(=O)C1C2C=CC(C2)C1C(=O)O (stereo unspecified)
 : 13%	7%	-1%
36) COc1ccc(CNc2nccs2)cc1OC
 : 6%	8%	5%
37) COc1ccc(N(CC(O)Cn2c3ccccc3c3ccccc32)S(=O)(=O)c2ccccc2)cc1 (stereo unspecified)
 : ?	-11%	-7%
38) CC(c1nnc(SCC(=O)N2CC(=O)Nc3ccccc32)n1Cc1ccccc1)N(C)C (stereo unspecified)
 : -4%	7%	-2%
39) COc1cc(C(O)c2nc3ccccc3s2)cc(OC)c1OC (stereo unspecified)
 : 4.1µM*	0%	2%
40) CCOc1ccccc1NC(=O)Nc1ccc2nc(N3CCN(C)CC3)cc(C)c2c1
 : ?	?	22%
41) O=c1c2ccccc2nc(-c2ccccc2)n1CCCN1CCOCC1
 : -11%	-3%	2%
42) CCN(CC)CCOC(=O)c1ccc(N=CC2=C(O)CC(C)(C)CC2=O)cc1
 : -6%	8%	.
43) Fc1cccc(Nc2ncnc3sccc23)c1
 : -7%	-16%	-4%
44) O=C(CSc1nnc(CNC(=O)c2cccc(C(F)(F)F)c2)o1)NCC1CCCO1 (stereo unspecified)
 : 10%	6%	-2%
45) OCc1c[nH]c(=S)n1CCOc1cccc(C(F)(F)F)c1
 : -14%	-16%	-5%
46) CN(C)c1ccc(C(I)C(I)c2ccnc3ccccc23)cc1 (stereo unspecified)
 : 11µM*	79µM*	.
47) CCOC(=O)N1CCN(C(=S)Nc2ccc3nc(N4CCN(CC)CC4)cc(C)c3c2)CC1
 : ?	-5%	1%
48) COc1ccc2[nH]cc(CCCN3C(=O)c4ccccc4C3=O)c2c1
 : 13%	-21%	-1%
49) CCOC(=O)c1ccc(NC(=O)Cn2cc3c(n2)CCC(C)C3)cc1 (stereo unspecified)
 : -1%	21%	-6%
50) Cc1cc(NC(=O)C(C)SCC(=O)N(C)CC(=O)Nc2ccc(F)cc2)no1 (stereo unspecified)
 : -6%	6%	3%
51) CN1N=C(C(=O)NC2CCCc3c2cnn3-c2ccc(F)cc2F)CCC1=O (stereo unspecified)
 : -27%	8%	-3%
52) CCC(=O)Nc1ccccc1-c1nc2ccccc2n(C(CC)C(=O)Nc2cccc(C(C)=O)c2)c1=O (stereo unspecified)
 : ?	9%	-13%
53) COc1cc(NC(=O)C2CCN(c3nc4ccccc4nc3C(F)(F)F)CC2)cc(OC)c1
 : 16µM*	21%	-1%
54) CCOc1ccc(CCNC(=O)CCc2cn(Cc3ccccc3F)c3ccccc23)cc1OCC
 : ?	2%	-6%
55) COC(=O)c1ccc(NC(=O)CSc2nccn2Cc2ccc(Cl)cc2)cc1
 : ?	11%	-13%
56) CC1=C(C(N)=O)C(c2cccnc2)n2nc(-c3cccc(C)c3)nc2N1 (stereo unspecified)
 : -1%	-3%	-13%
57) COc1ccc(NC(=O)/C(C#N)=C/c2ccc(OCc3cc(=O)n4nc(C)sc4n3)cc2)cc1
 : -1%	1%	-3%
58) CCOc1cc(/C=C/C(=O)OCC(=O)NCC2CCCO2)cc(Cl)c1OC (stereo unspecified)
 : -11%	-18%	-3%
59) COc1cc(C)c(S(=O)(=O)Nc2ccccc2F)cc1C
 : -9%	-7%	-3%
60) COc1cc(NC(=O)CSc2nc(C)c(C(=O)Nc3ccccc3)c(-c3ccc(OC)c(OC)c3)c2C#N)c(OC)cc1Cl
 : 3%	0%	-4%
61) Brc1cc(Br)c[n+](CCc2ccccc2)c1
 : 11µM*	17%	.
62) COc1ccc(CCNC(=O)C(=O)NCC2CCCN2S(=O)(=O)c2cccs2)cc1 (stereo unspecified)
 : ?	0%	-1%
63) CC(=O)c1ccc(C(=O)NC2CCCN(Cc3ccc(Cl)cc3)C2)s1 (stereo unspecified)
 : ?	-6%	-31%
64) Cc1nnc(SCC(=O)N2CCN(c3ccccc3)CC2)n(N)c1=O
 : 10%	-4%	0%
65) Cc1nnc2sc(SCC(=O)Nc3cccc(Cl)c3)nn2c1=O
 : -6%	17%	?
66) O=c1ccn(Cc2ccccc2)cc1
 : -4%	2%	6%
67) COc1ccc(C2C3=C(CC(C)(C)CC3=O)N(CCN3CCOCC3)C3=C2C(=O)CC(C)(C)C3)cc1
 : -15%	-12%	-4%
68) Cc1ccccc1NC(=O)CCN1C(=O)CSC1=O
 : -16%	9%	1%
69) CCn1c(SCC(=O)Nc2ccc(N(C)C)cc2)nnc1C1CC1
 : 3%	4%	-6%
70) O=C(CN1CCCCCC1)N1c2ccccc2C=Cc2ccccc21
 : ?	6%	-2%
71) O=C(CN(c1cc(C(F)(F)F)ccc1Cl)S(=O)(=O)c1ccccc1)NCc1cccnc1
 : 21µM*	4%	-9%
72) Cc1ccc(C)c(OCCC(=O)OCC(=O)Nc2ccc(N3CCOCC3)cc2)c1
 : -7%	26%	2%
73) CC(C)C(C(=O)NCc1ccco1)N(CC1CCCO1)C(=O)CNS(=O)(=O)c1ccccc1 (stereo unspecified)
 : 1%	0%	-15%
74) OCCNc1nc(N2CCN(c3ccccc3)CC2)nc2ccccc12
 : 23µM*	2%	-15%
75) CNS(=O)(=O)c1ccc(N=Cc2c(C)[nH]n(-c3ccc(C)cc3C)c2=O)cc1
 : -11%	-11%	-5%
76) O=C(CSc1n[nH]c(=O)[nH]c1=O)c1ccc(Cl)cc1Cl
 : -11%	-2%	-4%
77) Cc1ccc2[nH]c(=O)c(CN(Cc3cccnc3)Cc3nnnn3CC3CCCO3)cc2c1 (stereo unspecified)
 : -6%	2%	-13%
78) CCN(C(=O)COC(=O)c1cnc(C)cn1)C1CCCCC1
 : 1%	-7%	1%
79) Cc1cc(C)c(NC(=O)CO/N=C2\CCCc3nonc32)c(C)c1
 : 1%	-1%	-7%
80) CC(=O)c1ccc(OCc2ccc(Oc3c(Cl)cccc3[N+](=O)[O-])cc2)cc1
 : ?	-8%	-8%

Results in DT40 TDP1 CPT (three entries from above):
No.	SMILES	DT40 TDP1 CPT
76	O=C(CSc1n[nH]c(=O)[nH]c1=O)c1ccc(Cl)cc1Cl	-11%
69	CCn1c(SCC(=O)Nc2ccc(N(C)C)cc2)nnc1C1CC1	3%
70	O=C(CN1CCCCCC1)N1c2ccccc2C=Cc2ccccc21	?

Next records follow:
Under each structure – DT40 TDP1 CPT	FEN1 inhibitor	GCN5L2 inh
81) CCCCCCCNC(=O)C1(CC2CC(c3cccc(Br)c3)=NO2)CCN(C(=O)CCCCCBr)CC1 (stereo unspecified)
 : 23µM*	-1%	-9%
82) Cc1ccc(CNc2ncnc3nc[nH]c23)cc1
 : ?	3%	.
83) O=C(c1sc2cccc(Cl)c2c1Cl)N1CCN(CCc2ccccn2)CC1
 : ?	-3%	-4%
84) Cc1ccc(NC(=O)COC(=O)C2CC2)cc1S(=O)(=O)N1CCOCC1
 : -2%	16%	-2%
85) CN(C)S(=O)(=O)c1cccc(-c2csc(=Nc3ccccc3)n2CCCN2CCOCC2)c1
 : ?	2%	2%
86) COc1cccc(-c2cc(-c3cccnc3)nc(N)c2C#N)c1
 : 2%	-7%	1%
87) CSc1sc(C)cc1/C=N/O
 : 2%	1%	-5%
88) CCc1c(C)c2c(C)nn(-c3ccccc3)c2oc1=O
 : 4%	-20%	0%
89) CCCCN(Cc1ccccc1)C(=O)c1cnc2n(c1=O)CCS2
 : -4%	1%	-4%
90) N#Cc1ccccc1S(=O)(=O)N1CCN(C(=O)CN2CCCC2c2cccs2)CC1 (stereo unspecified)
 : ?	-11%	-10%
91) Cc1ccc2c(cnn2C(=O)CCCC(=O)NCc2ccc(Cl)cc2)c1
 : 23µM*	18%	0%
92) CCc1ccc(NC(=O)Cn2ncc3c(C)n(Cc4cccc(Cl)c4)c(C)c3c2=O)cc1
 : ?	-7%	1%
93) CC1CCN(C(=O)c2cc(-c3cccc(Cl)c3)on2)CC1
 : ?	-22%	-4%

Along the list, quoted from above:
Nos. 87 to 91 in GCN5L2 inh read -5%, 0%, -4%, -10%, 0%
Nos. 87 to 91 in FEN1 inhibitor read 1%, -20%, 1%, -11%, 18%
Nos. 87 to 91 in DT40 TDP1 CPT read 2%, 4%, -4%, ?, 23µM*
